GSTO1 inh = GSTO1 inhibition, counter-screen for RBBP9 inhibitors. P78417. recombinant GSTO1, activity-based probe fluorescence polarization. inhibition, % at 5.96 µM. 300,000 compounds, 1.1% hits. AID 1974;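 active = inhibition above the campaign mean inhibition plus 3 SD, cut at about 35% in these data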;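 also: 0% = GSTO1-1 with DMSO and 100% = wells lacking GSTO1-1 enzyme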
Target sequence (P78417 whole entry, looked up): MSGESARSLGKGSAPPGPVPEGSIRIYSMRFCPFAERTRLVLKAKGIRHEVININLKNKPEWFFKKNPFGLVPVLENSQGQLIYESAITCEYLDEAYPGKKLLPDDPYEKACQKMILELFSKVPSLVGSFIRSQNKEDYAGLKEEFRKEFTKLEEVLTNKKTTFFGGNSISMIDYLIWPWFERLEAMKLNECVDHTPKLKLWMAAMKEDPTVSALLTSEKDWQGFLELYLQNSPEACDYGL
LYPLA2 counter = counter-screen for PME1 inhibitors: inhibitors of human LYPLA2; O95372; recombinant LYPLA2, FP-Rh probe fluorescence polarization; inhibition, % at 5.9 µM; 320,000 compounds, 0.38% hits;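 active = inhibition above the screen-wide mean plus 3 SD, limit set per campaign, cut at about 26% in these data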;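 also: 0% = LYPLA2 with DMSO and 100% = wells lacking LYPLA2 enzyme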
LYPLA1 inh = counter-screen for PME1 inhibitors: inhibitors of human LYPLA1; AID 2174; 320,000 compounds, 0.16% hits; recombinant LYPLA1, FP-Rh probe fluorescence polarization; inhibition, % at 5.9 µM; O75608;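 active = inhibition above the mean of all tested compounds plus 3 SD, set per campaign, cut at about 14% in these data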;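 also: inhibitors block serine hydrolase probe labeling of LYPLA1 so polarization falls; 0% = enzyme with DMSO and 100% = wells lacking LYPLA1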
Target sequence (O75608 whole entry, looked up): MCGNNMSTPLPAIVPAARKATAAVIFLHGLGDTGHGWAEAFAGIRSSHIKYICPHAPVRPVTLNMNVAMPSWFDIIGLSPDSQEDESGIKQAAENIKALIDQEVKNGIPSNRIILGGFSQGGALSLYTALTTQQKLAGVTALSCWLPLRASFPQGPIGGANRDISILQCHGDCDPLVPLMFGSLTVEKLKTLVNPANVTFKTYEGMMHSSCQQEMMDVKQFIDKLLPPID
ZTA counter = blocks Epstein-Barr virus ZTA, an EBNA-1 counter-screen | inhibition, % at 11 µM | 320,000 compounds, 0.15% hits | ZTA-DNA binding, fluorescence polarization; in the data active = inhibition above about 33%
Target sequence (P03206 whole entry, looked up): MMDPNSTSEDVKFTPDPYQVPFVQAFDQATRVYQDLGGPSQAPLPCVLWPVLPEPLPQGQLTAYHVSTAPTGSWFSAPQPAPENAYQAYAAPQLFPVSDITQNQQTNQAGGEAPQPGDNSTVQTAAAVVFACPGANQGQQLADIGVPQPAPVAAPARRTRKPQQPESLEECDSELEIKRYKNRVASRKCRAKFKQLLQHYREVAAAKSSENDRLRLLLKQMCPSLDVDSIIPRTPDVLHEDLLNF
PAD4 FP inh = PAD4 (human) enzyme inhibition | recombinant PAD4, RCA probe fluorescence polarization | inhibition, % at 6.36 µM | 330,000 compounds, 0.41% hits;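 active = percent inhibition above a cutoff equal to the mean of all tested compounds plus 3 SD, cut at about 15% in these data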;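 also: 0% = PAD4 with RCA probe and DMSO and 100% = probe without PAD4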
PREPL inhibitor = inhibits the human prolyl oligopeptidase-like enzyme. Q4J6C6. recombinant PREPL, fluorescence polarization activity-based probe. inhibition, % at 5.96 µM. 320,000 compounds, 0.68% hits. AID 2751; in the data active = inhibition above about 43%;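 also: 0% = enzyme with DMSO and 100% = wells lacking enzyme; many of its hits are not listed in these tables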
EBNA-1 inhibitor = blocks EBNA-1 binding to DNA. EBNA-1 DNA binding, fluorescence polarization. inhibition, % at 14.8 µM. 300,000 compounds, 0.34% hits; in the data active = inhibition above about 28%
PAFAH2 FP inh = inhibitors of human PAFAH2; 340,000 compounds, 0.99% hits; inhibition, % at 3.39 µM; AID 492956; recombinant PAFAH2, FP-rhodamine activity probe, fluorescence polarization;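 active = inhibition above the mean over all tested compounds plus 3 SD, cut at about 30% in these data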;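 also: inhibitors block probe labeling of enzyme so polarization drops; 0% = enzyme with DMSO and 100% = wells lacking PAFAH2 protein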
PAFAH1B3 FP inh = blocks human PAF acetylhydrolase 1B catalytic subunit 3 | AID 492972 | recombinant PAFAH1B3, FP-rhodamine probe, fluorescence polarization | Q15102 | inhibition, % at 3.39 µM | 340,000 compounds, 0.28% hits;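 active = inhibition above the screen-wide average of all tested compounds plus 3 SD, cut at about 25% in these data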;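 also: 0% = enzyme with DMSO only and 100% = wells lacking PAFAH1B3 protein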
Starred values were filed as active, the others as inactive; nt = not tested or not shown.

Fields – GSTO1 inh | LYPLA2 counter | LYPLA1 inh | ZTA counter | PAD4 FP inh | PREPL inhibitor | EBNA-1 inhibitor | PAFAH2 FP inh | PAFAH1B3 FP inh
1: COc1cccc(CNC(=O)C2CCN(Cc3cnn(-c4ccccc4)c3-n3cccc3)CC2)c1
  -2 | -6 | 3 | -4 | -4 | 16 | -11 | -7 | 3
2: CCOc1ccc(-c2cnc(NCc3cccc4ccccc34)n2CCOC)cc1
  3 | -1 | -5 | 13 | 3 | 47* | -4 | -4 | 1
3: CC(CN1CCOCC1)OC(=O)C(c1ccccc1)c1ccccc1 (stereo not drawn)
  -1 | -1 | -1 | -1 | -3 | 5 | 4 | 2 | 10
4: COc1cccc(N2CCN(C(=S)Nc3cc(C)cc(C)c3)CC2)c1
  -3 | -3 | -2 | -10 | 0 | 10 | 5 | 2 | 11
5: O=C(NCc1cccnc1)c1cn(CCc2ccccc2)nn1
  0 | -1 | 4 | -5 | 3 | 0 | 9 | 5 | 3
6: C/C(=N\NC(=O)Cc1cccn1C)c1cccc2ccccc12
  3 | 9 | 7 | -4 | -4 | 11 | -8 | 1 | 2
7: O=c1[nH]c(CSc2nc3ccccc3o2)nc2c1cnn2-c1ccccc1
  -4 | -9 | -3 | -3 | -5 | -17 | 3 | -8 | -6
8: COc1ccc(CCn2nnnc2C(c2ccccc2)N2CCN(C)CC2)cc1OC (stereo not drawn)
  8 | 3 | 2 | -27 | 0 | 10 | -14 | 0 | 12
9: CSc1nnc(-c2ccco2)c(-c2ccco2)n1
  36* | -4 | -3 | 2 | -2 | 3 | 10 | 21 | 7
10: O=C(c1ccc(COc2ccc(Cl)cc2)cc1)N1CCCCC1
  1 | 5 | -1 | 0 | 4 | 14 | 2 | 3 | 4
11: CCOC(=O)Cn1c(=O)oc2cc(S(=O)(=O)NCCC(C)C)ccc21
  5 | 3 | -1 | 23 | 1 | -1 | 0 | 3 | 6
12: CCc1ccc(C(=O)C(C)OC(=O)c2cccc(S(=O)(=O)N3CCOCC3)c2)cc1 (stereo not drawn)
  -5 | -5 | 1 | -9 | -2 | 9 | -10 | 6 | 4
13: CCC1=CC(c2ccccc2)n2ncnc2N1 (stereo not drawn)
  7 | 2 | 0 | 12 | 4 | 4 | 2 | 1 | 5
14: C=CCOc1c(Br)cc(/C=N/Nc2ccc(C(=O)O)cc2)cc1OCC
  11 | 5 | 7 | 11 | 6 | 19 | 0 | 16 | 6
15: C[C@@H](CN1C(=O)C(=O)NC[C@@H]1Cc1ccc(O)cc1)NC(=O)Cc1ccccc1
  -4 | -1 | 2 | 8 | -3 | -4 | 15 | -4 | 0

Fetched one by one from the list above, two records:
Fields – GSTO1 inh | LYPLA2 counter | LYPLA1 inh | ZTA counter | PAD4 FP inh | PREPL inhibitor | EBNA-1 inhibitor | PAFAH2 FP inh | PAFAH1B3 FP inh
8: COc1ccc(CCn2nnnc2C(c2ccccc2)N2CCN(C)CC2)cc1OC (stereo not drawn)
  8 | 3 | 2 | -27 | 0 | 10 | -14 | 0 | 12
9: CSc1nnc(-c2ccco2)c(-c2ccco2)n1
  36* | -4 | -3 | 2 | -2 | 3 | 10 | 21 | 7

(listing goes on)
Fields – GSTO1 inh | LYPLA2 counter | LYPLA1 inh | ZTA counter | PAD4 FP inh | PREPL inhibitor | EBNA-1 inhibitor | PAFAH2 FP inh | PAFAH1B3 FP inh
16: CCc1ccc(N2C(=O)C3C(C2=O)N2CCCN2C3c2ccccc2)cc1 (stereo not drawn)
  5 | -3 | -3 | -5 | 3 | 15 | -1 | 6 | 4
17: O=S(=O)(c1ccc(F)cc1)N1CCCC(c2nc(-c3ccc(F)cc3)no2)C1 (stereo not drawn)
  2 | -5 | -3 | -1 | 3 | 1 | -2 | 2 | 9
18: O=C(C1CC1)N1CCN(C(c2ccccc2)c2ccccc2)CC1
  -2 | 6 | 1 | -3 | -6 | 4 | 4 | 5 | 5
19: O=c1[nH]c(=O)n([C@H]2C[C@H](O)[C@@H](CO)O2)cc1Br
  nt | -2 | -1 | 0 | -4 | 4 | nt | 10 | 7
20: Nc1cc(=O)[nH]c(SCC(=O)Nc2ccc(Oc3ccccc3)cc2)n1
  -10 | 4 | 3 | -22 | -4 | -17 | -5 | -3 | -2
21: CCC(=O)N1C(C(=O)N2CCCC2)CSC1c1ccc(OC)cc1 (stereo not drawn)
  8 | 2 | -1 | -20 | -1 | 11 | 1 | -2 | 12
22: O=C(Nc1ccccn1)c1ccc(S(=O)(=O)N2CCCCCC2)cc1
  -4 | -2 | -1 | -5 | -1 | -7 | -12 | 5 | 2
23: COc1cccc(C2N(c3ccc(Cl)c(Cl)c3)C(=O)C3CCCN32)c1OC (stereo not drawn)
  -1 | -1 | -3 | 6 | -4 | -6 | 0 | 10 | 9
24: CC(C)(C)c1ccc(OCc2cnc(Cl)s2)cc1
  6 | 3 | -2 | 5 | 0 | 8 | -1 | -11 | 9
25: Cc1ccc(NC(=O)[C@H](NC(=O)[C@@H]2Cc3ccccc3CN2)c2ccccc2)cc1C
  0 | -6 | -3 | 5 | 7 | -1 | -2 | -2 | -9
26: O=C(Nc1ccc(SC(F)(F)F)cc1)c1ccccn1
  3 | 3 | -1 | -2 | 2 | 6 | 0 | 2 | -4
27: NS(=O)(=O)c1ccc(CCNC(=O)COC(=O)COc2cccc(C(F)(F)F)c2)cc1
  nt | 4 | 0 | 4 | 1 | 8 | nt | -1 | 7
28: Nc1cc(-c2ccc(Br)cc2)nn1S(=O)(=O)c1ccccc1
  2 | -2 | -1 | -3 | 0 | -15 | 12 | 3 | 0
29: S=C(NCc1ccco1)Nc1ccc(Cl)cc1
  0 | 11 | 7 | -8 | 0 | 23 | 31* | 1 | 8

Another view of 13 compounds above.
| item | structure | GSTO1 inh | LYPLA2 counter | LYPLA1 inh | ZTA counter | PAD4 FP inh | PREPL inhibitor | EBNA-1 inhibitor | PAFAH2 FP inh | PAFAH1B3 FP inh |
| --- | --- | --- | --- | --- | --- | --- | --- | --- | --- | --- |
| 17 | O=S(=O)(c1ccc(F)cc1)N1CCCC(c2nc(-c3ccc(F)cc3)no2)C1 (stereo not drawn) | 2 | -5 | -3 | -1 | 3 | 1 | -2 | 2 | 9 |
| 18 | O=C(C1CC1)N1CCN(C(c2ccccc2)c2ccccc2)CC1 | -2 | 6 | 1 | -3 | -6 | 4 | 4 | 5 | 5 |
| 19 | O=c1[nH]c(=O)n([C@H]2C[C@H](O)[C@@H](CO)O2)cc1Br | nt | -2 | -1 | 0 | -4 | 4 | nt | 10 | 7 |
| 20 | Nc1cc(=O)[nH]c(SCC(=O)Nc2ccc(Oc3ccccc3)cc2)n1 | -10 | 4 | 3 | -22 | -4 | -17 | -5 | -3 | -2 |
| 21 | CCC(=O)N1C(C(=O)N2CCCC2)CSC1c1ccc(OC)cc1 (stereo not drawn) | 8 | 2 | -1 | -20 | -1 | 11 | 1 | -2 | 12 |
| 22 | O=C(Nc1ccccn1)c1ccc(S(=O)(=O)N2CCCCCC2)cc1 | -4 | -2 | -1 | -5 | -1 | -7 | -12 | 5 | 2 |
| 23 | COc1cccc(C2N(c3ccc(Cl)c(Cl)c3)C(=O)C3CCCN32)c1OC (stereo not drawn) | -1 | -1 | -3 | 6 | -4 | -6 | 0 | 10 | 9 |
| 24 | CC(C)(C)c1ccc(OCc2cnc(Cl)s2)cc1 | 6 | 3 | -2 | 5 | 0 | 8 | -1 | -11 | 9 |
| 25 | Cc1ccc(NC(=O)[C@H](NC(=O)[C@@H]2Cc3ccccc3CN2)c2ccccc2)cc1C | 0 | -6 | -3 | 5 | 7 | -1 | -2 | -2 | -9 |
| 26 | O=C(Nc1ccc(SC(F)(F)F)cc1)c1ccccn1 | 3 | 3 | -1 | -2 | 2 | 6 | 0 | 2 | -4 |
| 27 | NS(=O)(=O)c1ccc(CCNC(=O)COC(=O)COc2cccc(C(F)(F)F)c2)cc1 | nt | 4 | 0 | 4 | 1 | 8 | nt | -1 | 7 |
| 28 | Nc1cc(-c2ccc(Br)cc2)nn1S(=O)(=O)c1ccccc1 | 2 | -2 | -1 | -3 | 0 | -15 | 12 | 3 | 0 |
| 29 | S=C(NCc1ccco1)Nc1ccc(Cl)cc1 | 0 | 11 | 7 | -8 | 0 | 23 | 31* | 1 | 8 |

Only part of the results is shown, so the mix of outcomes need not match the whole.
